Assay outcomes from PubChem.
PKA-R1A activ: activators of PKA-R1A holoenzyme, primary screen, biochemical, fluorescence polarization, Cy5-IP20, bovine R1A, mouse PKAc. activation, % at 11.4 µM. 340,000 compounds, 0.083% hits. PKA-R1A dissociation; scaled: DMSO 0%, 113 µM cGMP 100%. AID 504707, 2011. cAMP-dependent protein kinase type I-alpha regulatory subunit (Bos taurus) + …;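 active means percent activation above the mean of all tested compounds plus 3 SD, cut at about 19% in these data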;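 further: higher means more PKAc released from R1A so a rise in polarization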
DSG3 Ab inh: inhibitors of pemphigus antibody binding to DSG3, primary screen, biochemical, bead-based, flow cytometry, scFv-GFP | 310,000 compounds, 0.48% hits | Desmoglein-3 (Homo sapiens), P32926 | DSG3-coupled beads, scFv-anti-DSG3-GFP binding; stronger effect = lower value | binding (percent of control), % at 10 µM | AID 588358, 2011;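 active means binding more than 3 SD below its plate's average and above zero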; further: some compounds called inactive have numbers as strong as hits
Target sequence (P32926 whole entry, looked up): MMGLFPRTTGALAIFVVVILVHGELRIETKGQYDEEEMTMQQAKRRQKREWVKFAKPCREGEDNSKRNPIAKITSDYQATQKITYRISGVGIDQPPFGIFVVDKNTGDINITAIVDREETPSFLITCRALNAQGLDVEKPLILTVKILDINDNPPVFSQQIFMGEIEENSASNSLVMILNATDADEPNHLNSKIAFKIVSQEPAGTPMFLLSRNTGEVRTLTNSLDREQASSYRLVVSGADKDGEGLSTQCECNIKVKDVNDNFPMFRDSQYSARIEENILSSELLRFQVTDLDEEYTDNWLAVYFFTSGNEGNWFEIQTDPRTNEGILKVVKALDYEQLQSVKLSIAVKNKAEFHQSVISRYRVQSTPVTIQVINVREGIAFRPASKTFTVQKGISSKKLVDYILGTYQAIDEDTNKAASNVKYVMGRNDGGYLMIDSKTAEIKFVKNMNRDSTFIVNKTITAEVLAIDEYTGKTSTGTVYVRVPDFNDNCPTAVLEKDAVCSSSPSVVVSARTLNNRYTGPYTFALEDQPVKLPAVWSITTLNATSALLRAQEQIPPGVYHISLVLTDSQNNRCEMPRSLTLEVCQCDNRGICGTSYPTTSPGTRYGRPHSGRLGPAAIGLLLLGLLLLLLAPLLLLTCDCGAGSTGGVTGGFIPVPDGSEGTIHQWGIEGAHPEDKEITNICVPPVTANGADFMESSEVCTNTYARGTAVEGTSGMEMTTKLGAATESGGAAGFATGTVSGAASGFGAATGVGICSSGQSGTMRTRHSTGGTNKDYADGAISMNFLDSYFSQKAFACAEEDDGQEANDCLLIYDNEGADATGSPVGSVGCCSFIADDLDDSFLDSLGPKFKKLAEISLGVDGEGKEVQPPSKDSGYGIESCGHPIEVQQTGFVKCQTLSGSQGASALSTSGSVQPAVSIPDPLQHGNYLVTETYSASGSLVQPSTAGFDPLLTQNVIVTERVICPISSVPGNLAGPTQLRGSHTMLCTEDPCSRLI
phage Ecoli inh: growth loss of phage-infected E. coli, primary screen, RecBCD inhibitor project, absorbance, with phage, HTS; inhibition, % at 11.9 µM; 360,000 compounds, 0.26% hits; in the data active means inhibition above about 11%
An asterisk follows results filed as active.

For CCOC(=O)C1(C)C(=O)CC2c3nc4ccccc4cc3CN2C1=O (stereo unspecified) the results were PKA-R1A activ -1.6, DSG3 Ab inh 102.8 and phage Ecoli inh -1.1.
`CC1(C)CN(CCc2ccccc2)C(=O)[C@H]1CC(=O)Nc1ccccc1` gave PKA-R1A activ 3.3, DSG3 Ab inh 102.0 and phage Ecoli inh 3.4.
Screening CC(C)(C)c1ccc(-n2ncc3c2CCCC3NC(=O)c2ccco2)cc1 (stereo unspecified) returned PKA-R1A activ -0.8, DSG3 Ab inh 101.7 and phage Ecoli inh 1.0.
For N#CCCSC(=S)C1CCCC1=N (stereo unspecified) the results were PKA-R1A activ -10.0, DSG3 Ab inh 104.7 and phage Ecoli inh -0.1.
Screening O=[N+]([O-])c1ccc(NN=C(Oc2ccccc2)c2ccc([N+](=O)[O-])cc2)cc1 returned PKA-R1A activ 3.7, DSG3 Ab inh 115.5 and phage Ecoli inh 3.0.
`Cc1nc2c(=O)[nH]n(C)c2nc1C` gave PKA-R1A activ 5.8, DSG3 Ab inh 105.4 and phage Ecoli inh 3.6.
`COc1cccc(NC(=O)CN(C)C(=O)c2cc(Cl)nc3ccccc23)c1` gave PKA-R1A activ 9.0, DSG3 Ab inh 80.8* and phage Ecoli inh 1.7.
Screening CN(Cc1cnn(-c2ccccc2)c1)C(=O)c1cccc(S(=O)(=O)Nc2ccccc2F)c1 returned PKA-R1A activ 7.0, DSG3 Ab inh 92.9 and phage Ecoli inh 4.4.
For O=C(CN1C(=O)NC2(CCc3ccccc32)C1=O)Nc1ccc(Cl)cc1F (stereo unspecified) the results were PKA-R1A activ -1.5, DSG3 Ab inh 102.6 and phage Ecoli inh -0.3.
C[C@H]1CN([C@@H](C)CO)C(=O)CCCn2nncc2CO[C@H]1CN(C)S(=O)(=O)c1cccc(C#N)c1 was read as PKA-R1A activ 0.1, DSG3 Ab inh 101.6 and phage Ecoli inh 2.5.
Nc1cc(=O)[nH]c(SCc2ccccc2)n1 was read as PKA-R1A activ -3.2, DSG3 Ab inh 104.2 and phage Ecoli inh 3.6.
`O=C(NNC(=O)c1cccc(S(=O)(=O)Nc2ccccc2F)c1)c1ccncc1` gave PKA-R1A activ 8.6, DSG3 Ab inh 99.1 and phage Ecoli inh -1.1.
For CC(=O)Cn1cnc2c(cnn2-c2ccc(F)cc2)c1=O the results were PKA-R1A activ 2.7, DSG3 Ab inh 91.1 and phage Ecoli inh 0.8.
Screening O=C(COC(=O)c1cccc(S(=O)(=O)N2CCCC2)c1)c1ccc(F)cc1 returned PKA-R1A activ 6.8, DSG3 Ab inh 105.4 and phage Ecoli inh 4.6.
Screening C[C@H](CO)N1C[C@H](C)[C@@H](CN(C)C(=O)CCC(F)(F)F)OCc2cnnn2CCCC1=O returned PKA-R1A activ -3.1, DSG3 Ab inh 106.4 and phage Ecoli inh 4.6.
Screening N#CCSc1ccccc1NC(=O)CN1C(=O)NC(CCc2ccccc2)C1=O (stereo unspecified) returned PKA-R1A activ 1.9, DSG3 Ab inh 109.7 and phage Ecoli inh 0.5.
Screening CCCNC(=O)c1cc(S(=O)(=O)N2CCC3(CC2)OCCO3)ccc1F returned PKA-R1A activ 9.9, DSG3 Ab inh 104.0 and phage Ecoli inh 2.7.
COc1ccc(C(=O)Nc2ccccc2C(=O)NC2CC2)c(OC)c1OC was read as PKA-R1A activ 7.6, DSG3 Ab inh 97.8 and phage Ecoli inh 3.0.
O=C(NC(=S)Nc1c(Cl)cc(Cl)cc1Cl)c1ccccc1 was read as PKA-R1A activ -6.7, DSG3 Ab inh 103.3 and phage Ecoli inh 3.0.
For CC(=NCc1ccccc1)c1ccccc1O the results were PKA-R1A activ -7.5, DSG3 Ab inh 104.3 and phage Ecoli inh -1.0.

Brought forward from above: 2 entries; new compounds follow.
O=C(NC(=S)Nc1c(Cl)cc(Cl)cc1Cl)c1ccccc1 was read as PKA-R1A activ -6.7, DSG3 Ab inh 103.3 and phage Ecoli inh 3.0.
For CC(=NCc1ccccc1)c1ccccc1O the results were PKA-R1A activ -7.5, DSG3 Ab inh 104.3 and phage Ecoli inh -1.0.
For O=C(NCc1ccccc1F)c1ccc(S(=O)(=O)N2CCCC2)cc1 the results were PKA-R1A activ -6.3, DSG3 Ab inh 100.6 and phage Ecoli inh 3.0.
For COc1ccc(S(=O)(=O)N2CCN(CC(=O)c3c(N)n(C)c(=O)n(C)c3=O)CC2)cc1OC the results were PKA-R1A activ 8.6, DSG3 Ab inh 101.0 and phage Ecoli inh 3.2.
`Cc1cc(N2CCOCC2)nc(N2CCOCC2)c1C#N` gave PKA-R1A activ -1.8, DSG3 Ab inh 104.6 and phage Ecoli inh 3.0.
For CCc1cccc(NC(=O)COC(=O)c2c(C)nn(-c3ccccc3)c2C)c1 the results were PKA-R1A activ -5.0, DSG3 Ab inh 105.1 and phage Ecoli inh 0.7.
`Cc1cc(C)c(NC(=O)CN(C)C(=O)CCN2C(=O)C3CCCCC3C2=O)c(C)c1` (stereo unspecified) gave PKA-R1A activ -3.0, DSG3 Ab inh 100.1 and phage Ecoli inh 3.9.
`COc1ccccc1NC(=O)N(C)C[C@@H]1OCc2cn(nn2)CCCC(=O)N([C@H](C)CO)C[C@H]1C` gave PKA-R1A activ -0.1, DSG3 Ab inh 98.7 and phage Ecoli inh 1.5.
Screening CC1=C(C(=O)N(C)C)CC(CC(=O)NCc2cccc3ccccc23)C(=O)N1CCC1=CCCCC1 (stereo unspecified) returned PKA-R1A activ -5.0, DSG3 Ab inh 105.0 and phage Ecoli inh 0.6.
`CCOc1ccc(N=Cc2ccc([N+](=O)[O-])cc2)c(O)c1` gave PKA-R1A activ 21.5*, DSG3 Ab inh 101.7 and phage Ecoli inh 0.9.
For CCn1c(C)nnc1SCC(=O)Nc1ccc(OC)cc1 the results were PKA-R1A activ 11.8, DSG3 Ab inh 96.7 and phage Ecoli inh 2.2.
Screening CCN1C(=O)[C@H]2[C@@H](c3ccc(OC)cc3)N[C@]3(CCCN(Cc4ccco4)C3=O)[C@H]2C1=O returned PKA-R1A activ -3.7, DSG3 Ab inh 103.2 and phage Ecoli inh 4.3.
`Cc1cccc(C)c1OCCOC(=O)c1ccc(S(=O)(=O)N2CCCC2)cc1` gave PKA-R1A activ 0.0, DSG3 Ab inh 99.9 and phage Ecoli inh -1.4.
CC1(C)COC(Cc2ccccc2)=N1 was read as PKA-R1A activ -1.7, DSG3 Ab inh 109.5 and phage Ecoli inh 0.5.
Cc1noc(C)c1C(=O)OC(C)C(=O)c1ccc(C(C)(C)C)cc1 (stereo unspecified) was read as PKA-R1A activ 3.8, DSG3 Ab inh 100.1 and phage Ecoli inh 5.5.
CCOc1ccc(-n2c(=S)sc3c(=O)[nH]c(SCC(=O)NC4CCCCC4)nc32)cc1 was read as PKA-R1A activ 1.1, DSG3 Ab inh 109.4 and phage Ecoli inh 1.2.
N=c1c2ccccc2nc2n1CCCCCCC2 was read as PKA-R1A activ 0.8, DSG3 Ab inh 106.6 and phage Ecoli inh 2.9.
`O=C(O)Cc1ccc(NC(=O)c2ccc3c(c2)C(=O)N(Cc2ccccc2)C3=O)cc1` gave PKA-R1A activ -12.5, DSG3 Ab inh 95.2 and phage Ecoli inh 1.5.
CCC[C@H]1CN(c2ccccc2)C(=O)[C@@H]1CC(=O)Nc1ccc(Br)cc1 was read as PKA-R1A activ 4.6, DSG3 Ab inh 100.9 and phage Ecoli inh -1.8.
Screening CCN(CC)CCCn1c2c(c(SCC(=O)Nc3cc(C)cc(C)c3)nc1=O)CCC2 returned PKA-R1A activ 6.3, DSG3 Ab inh 101.4 and phage Ecoli inh -2.0.
`CCS(=O)(=O)N1CCC2(CC1)OCCN2S(=O)(=O)c1ccccc1` gave PKA-R1A activ 0.2, DSG3 Ab inh 100.8 and phage Ecoli inh -1.2.
Screening CCC(CC)CC1CN2CCc3cc(OC)c(OC)cc3C2CC1(O)CC (stereo unspecified) returned PKA-R1A activ -1.3, DSG3 Ab inh 101.7 and phage Ecoli inh 0.6.

In the list so far, 3 have a Cl atom.
`COc1cccc(NC(=O)CN(C)C(=O)c2cc(Cl)nc3ccccc23)c1` gave PKA-R1A activ 9.0, DSG3 Ab inh 80.8* and phage Ecoli inh 1.7.
For O=C(CN1C(=O)NC2(CCc3ccccc32)C1=O)Nc1ccc(Cl)cc1F (stereo unspecified) the results were PKA-R1A activ -1.5, DSG3 Ab inh 102.6 and phage Ecoli inh -0.3.
O=C(NC(=S)Nc1c(Cl)cc(Cl)cc1Cl)c1ccccc1 was read as PKA-R1A activ -6.7, DSG3 Ab inh 103.3 and phage Ecoli inh 3.0.

Additional results follow:
For CC(=NCc1ccccc1)c1ccc(O)cc1O the results were PKA-R1A activ -8.9, DSG3 Ab inh 104.2 and phage Ecoli inh -0.2.
C[C@@H]1CN([C@H](C)CO)C(=O)CCCn2nncc2CO[C@H]1CN(C)Cc1ccccc1C(=O)O was read as PKA-R1A activ 0.0, DSG3 Ab inh 100.6 and phage Ecoli inh 3.3.
`CC1=C(C(=O)N(C(C)C)C(C)C)CC(CC(=O)NCc2cccs2)C(=O)N1Cc1ccccc1` (stereo unspecified) gave PKA-R1A activ 3.5, DSG3 Ab inh 97.9 and phage Ecoli inh 1.5.
`C[C@H]1CN([C@@H](C)CO)C(=O)c2cc(Br)cnc2O[C@H]1CN(C)C(=O)C1CCC1` gave PKA-R1A activ -2.1, DSG3 Ab inh 106.5 and phage Ecoli inh 0.0.
CC1(C)CC(=O)C=C(C(=O)N2CCCC(C(=O)c3cc(F)ccc3F)C2)O1 (stereo unspecified) was read as PKA-R1A activ 2.8, DSG3 Ab inh 105.8 and phage Ecoli inh 1.8.
`CCCn1c(N)c(C(=O)CSc2nnc(Cc3cccs3)n2C2CC2)c(=O)[nH]c1=O` gave PKA-R1A activ 9.5, DSG3 Ab inh 107.9 and phage Ecoli inh 3.6.
Screening CCN(CC)c1ccc(C(=O)NNC(=O)Cn2c(=O)cnc3ccccc32)cc1 returned PKA-R1A activ -10.4, DSG3 Ab inh 101.4 and phage Ecoli inh 5.1.
O=C(C1CCCCC1)N1C[C@@H](O)[C@H](n2cc(-c3ccc(F)cc3)nn2)C[C@@H]1c1ccccc1 was read as PKA-R1A activ -0.7, DSG3 Ab inh 96.4 and phage Ecoli inh 2.7.
`CNC[C@@H]1OCc2ccccc2-c2ccccc2C(=O)N([C@H](C)CO)C[C@@H]1C` gave PKA-R1A activ 4.9, DSG3 Ab inh 103.4 and phage Ecoli inh 0.9.
Cc1ccc(-c2ccccc2C2=CC(=O)CC(C)(C)C2=O)cc1 was read as PKA-R1A activ -4.2, DSG3 Ab inh 101.0 and phage Ecoli inh -0.1.
Screening CC1(O)C(c2ccccc2)=Nc2ccccc21 (stereo unspecified) returned PKA-R1A activ 6.0, DSG3 Ab inh 104.7 and phage Ecoli inh 3.3.
For COCCNC(=O)c1nn2c(C(F)(F)F)cc(-c3ccccc3)nc2c1Br the results were PKA-R1A activ 12.3, DSG3 Ab inh 103.7 and phage Ecoli inh 2.4.
COc1ccc(Cl)cc1NC(=O)C1CC(c2ccccc2Cl)=NO1 (stereo unspecified) was read as PKA-R1A activ 2.1, DSG3 Ab inh 98.8 and phage Ecoli inh 3.5.
Screening CC(=O)c1c(C)[nH]c(C(=O)OCC(=O)N2CCN(c3ccccc3)CC2)c1C returned PKA-R1A activ -6.7, DSG3 Ab inh 96.1 and phage Ecoli inh 5.5.
`COc1ccc(C(=O)NC(C)Cc2c[nH]c3ccccc23)cc1` (stereo unspecified) gave PKA-R1A activ 2.3, DSG3 Ab inh 105.3 and phage Ecoli inh 1.5.
CCN(C(=O)c1c([N+](=O)[O-])cnn1C)c1ccccc1 was read as PKA-R1A activ -3.5, DSG3 Ab inh 101.7 and phage Ecoli inh 0.5.
O=C(Nc1ccccc1)c1nc[nH]c1C(=O)Nc1ccccc1F was read as PKA-R1A activ 2.5, DSG3 Ab inh 113.8 and phage Ecoli inh 1.4.
`CCCCCCN1C[C@H](n2cc(C3CC3)nn2)[C@@H](O)C[C@@H]1c1ccc(OC)cc1` gave PKA-R1A activ -0.1, DSG3 Ab inh 100.1 and phage Ecoli inh 1.3.
C[C@@H]1CCCCO[C@@H](CN(C)C(=O)c2ccncc2)[C@@H](C)CN([C@H](C)CO)C(=O)c2cc(N(C)C)ccc2O1 was read as PKA-R1A activ 3.6, DSG3 Ab inh 104.2 and phage Ecoli inh 0.4.
Cc1cccc(NC(=O)c2nc[nH]c2C(=O)Nc2cc(Br)ccc2F)c1 was read as PKA-R1A activ -11.8, DSG3 Ab inh 105.7 and phage Ecoli inh 5.8.
`NS(=O)(=O)c1cc(Br)c2c(c1)S(=O)(=O)NCN2` gave PKA-R1A activ 0.5, DSG3 Ab inh 97.0 and phage Ecoli inh 3.5.
`C[C@@H]1CN([C@@H](C)CO)C(=O)c2cc(NS(C)(=O)=O)ccc2O[C@@H](C)CCCCO[C@H]1CN(C)C(=O)Nc1ccc2c(c1)OCO2` gave PKA-R1A activ 7.8, DSG3 Ab inh 101.0 and phage Ecoli inh 4.8.
`CC1=C(C(=O)N2CCOCC2)CC(CC(=O)NC2CCCC2)C(=O)N1Cc1ccccc1` (stereo unspecified) gave PKA-R1A activ -1.6, DSG3 Ab inh 102.2 and phage Ecoli inh 2.2.
`Cc1cccc(-c2cc3nc(C)cc(=O)n3[nH]2)c1` gave PKA-R1A activ -0.3, DSG3 Ab inh 100.9 and phage Ecoli inh 2.9.

Some of the compounds tested, so the mix of outcomes need not match the whole.
